TROY NFkB inh – TROY signaling inhibition. Q293 LMP1-TROYcd NF-kB luciferase reporter, 4 h. inhibition, % at 10 µM. 360,000 compounds, 0.98% hits. AID 1347056;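 active = compounds whose plate-normalised and pattern-corrected inhibition of the luciferase reporter signal at the single screening dose is 50% or more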
LRH-1 inv ag – inverse agonists of human LRH-1 (NR5A2); O00482; 360,000 compounds, 0.13% hits; inhibition, % at 3.6 µM; HEK293T StAR-luciferase reporter, LRH-1 transfected, 24 h;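 active = inhibition above the mean inhibition of all tested compounds plus 3 SD, cut at about 73% in these data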;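 note: 0% = DMSO wells and 100% = reporter-only cells lacking LRH-1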
Target sequence (O00482 whole entry, looked up): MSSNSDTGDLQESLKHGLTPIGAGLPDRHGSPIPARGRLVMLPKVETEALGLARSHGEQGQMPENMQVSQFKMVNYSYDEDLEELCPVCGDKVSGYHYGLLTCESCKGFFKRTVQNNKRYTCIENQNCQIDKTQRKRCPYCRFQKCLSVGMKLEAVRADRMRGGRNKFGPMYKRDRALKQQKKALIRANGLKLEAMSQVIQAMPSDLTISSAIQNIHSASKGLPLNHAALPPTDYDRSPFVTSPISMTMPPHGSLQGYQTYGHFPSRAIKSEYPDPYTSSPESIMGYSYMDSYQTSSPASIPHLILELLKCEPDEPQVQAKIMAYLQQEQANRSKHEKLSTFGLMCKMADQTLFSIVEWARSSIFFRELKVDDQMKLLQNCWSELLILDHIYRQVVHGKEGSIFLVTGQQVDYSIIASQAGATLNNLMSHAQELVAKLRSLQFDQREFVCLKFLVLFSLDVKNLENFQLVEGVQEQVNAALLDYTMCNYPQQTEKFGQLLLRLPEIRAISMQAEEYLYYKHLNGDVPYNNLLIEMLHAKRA
SRC2 inh – human SRC2 (NCOA2) inhibition; 370,000 compounds, 0.17% hits; HEK293 GAL4-SRC2 luciferase reporter, luminescence; inhibition, % at 9 µM; Q15596;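 active = inhibition above the mean inhibition of all tested compounds plus 3 SD, set per campaign, cut at about 52% in these data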;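 note: 0% = DMSO treated cells and 100% = cells given Gossypol at 36 µM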
CF NFkB block – blocks PAF-induced NF-kB reporter in cystic fibrosis cells. inhibition, % at 5 µM. KKLEB NF-kB-GFP reporter, GFP fluorescence overnight. 360,000 compounds, 0.86% hits;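 active = at least 50% inhibition at 5 µM, scaled per plate between neutral and stimulator controls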;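 note: PAF is a Pseudomonas aeruginosa culture filtrate used as stimulus; plate controls were PAF-stimulated DMSO wells for no effect and unstimulated DMSO wells for full effect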
KKLEB cytotox – counter-screen for CF NF-kB inhibitors: cytotoxicity. KKLEB CF airway cells viability, ATPlite luminescence, overnight; stronger effect = lower value; cells stimulated with P. aeruginosa culture filtrate. activity change (cytotoxicity), % at 5 µM. 360,000 compounds, 0.36% hits. AID 602141;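 active = corrected activity change at or below -50% at 5 µM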
EBV LMP1 NFkB – Epstein-Barr LMP1 NF-kappaB reporter inhibition. LMP1-induced NF-kappaB luciferase reporter cells, luminescence. inhibition, % at 12.5 µM. 350,000 compounds, 0.69% hits. AID 504558; in the data active = inhibition above about 41%;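 note: 0% = neutral control wells and 100% = reference inhibitor control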
NCOA1 inh – inhibits human SRC1 coactivator | AID 588354 | inhibition, % at 3.6 µM | 360,000 compounds, 0.12% hits | Q15788 | HEK293 GAL4-SRC1 luciferase reporter, luminescence;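 active = inhibition above the campaign mean plus 3 SD, with each screening campaign given its own cutoff, cut at about 60% in these data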;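 note: 0% = DMSO treated cells and 100% = gossypol at 36 µM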
NCOA3 inh – inhibitors of human steroid receptor coactivator 3 (SRC3); HEK293 GAL4-SRC3 luciferase reporter, luminescence; inhibition, % at 3.6 µM; 360,000 compounds, 0.17% hits; AID 588352;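 active = inhibition above a per-campaign cutoff, the mean of all compounds plus 3 SD, cut at about 60% in these data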;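 note: 0% = DMSO-treated cells and 100% = gossypol-treated cells at 36 µM; higher means less SRC3-driven luciferase light from the GAL4 reporter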
TWEAK Fn14 block – TWEAK-Fn14 signaling inhibition. AID 1159606. 360,000 compounds, 2% hits. inhibition, % at 10 µM. TWEAK-stimulated Fn14 reporter cells, luciferase luminescence, 8 h; in the data active = inhibition above about 50%
COUP-TFII inh – NR2F2 (human) inhibition, primary screen. 370,000 compounds, 0.7% hits. HEK293T NGFI-A luciferase reporter, luminescence. inhibition, % at 8.6 µM. P24468;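 active = inhibition above a per-plate cutoff, mean inhibition of test wells between control levels plus 3 SD, cut at about 38% in these data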;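 note: cells cotransfected with COUP-TFII expression vector driving the NGFI-A reporter; 0% = median of COUP-TF2 test wells and 100% = reporter-only cells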
Target sequence (P24468 whole entry, looked up): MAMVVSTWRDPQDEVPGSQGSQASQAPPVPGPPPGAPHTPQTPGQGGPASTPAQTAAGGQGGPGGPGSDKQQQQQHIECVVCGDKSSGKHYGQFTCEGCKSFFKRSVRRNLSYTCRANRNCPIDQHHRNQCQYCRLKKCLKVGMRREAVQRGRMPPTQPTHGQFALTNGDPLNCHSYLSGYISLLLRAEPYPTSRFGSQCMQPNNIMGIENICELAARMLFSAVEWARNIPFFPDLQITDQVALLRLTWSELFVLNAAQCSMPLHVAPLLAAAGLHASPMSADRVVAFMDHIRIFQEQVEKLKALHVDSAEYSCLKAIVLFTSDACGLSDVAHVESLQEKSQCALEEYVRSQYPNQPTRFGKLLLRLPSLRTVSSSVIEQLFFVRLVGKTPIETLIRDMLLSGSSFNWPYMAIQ
TRAIL sens C8 – caspase-8 TRAIL sensitization | 360,000 compounds, 1% hits | inhibition (viability loss, TRAIL sensitization), % at 10 µM | NB7+C8 cells + TRAIL, ATPlite viability luminescence;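 active = compounds causing at least 50% loss of cell viability in the single-dose screen, relative to plate controls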
Active calls of the source: *; x = not tested or not shown.

SMILES	CF NFkB block	LRH-1 inv ag	SRC2 inh	KKLEB cytotox	NCOA1 inh	TROY NFkB inh	COUP-TFII inh	EBV LMP1 NFkB	TRAIL sens C8	TWEAK Fn14 block	NCOA3 inh
Cc1cc(N2CCOCC2)n2ncc(-c3ccc(Cl)cc3)c2n1	3	11	-31	-8	22	79*	14	-21	21	82*	20
CC(=O)c1c(COC(=O)c2ccc(C)cc2)nc2ccccc2[n+]1[O-]	2	-21	11	-2	2	-12	6	x	9	-6	-2
CCC(C)(C)NC(=O)C(c1ccccc1F)N(Cc1ccco1)C(=O)c1csnn1 (stereo not drawn)	7	-7	-5	2	1	-1	9	-3	3	1	16
CC(NC(=O)c1ccccc1F)c1ccccc1 (stereo not drawn)	-2	6	-12	18	8	-13	10	3	-5	-1	7
COc1ccccc1-n1cnnc1SC1CCOC1=O (stereo not drawn)	-25	3	-18	8	-11	12	-9	1	-13	-2	-15
CCOc1ccc(NC(=O)N(C2CCCCCC2)C2CCN(C(C)=O)CC2)cc1	8	-14	10	-9	-5	7	-2	-2	-10	-2	-2
CCN(c1ccccc1)S(=O)(=O)c1cccc(C(=O)NCc2ccccn2)c1	2	-13	7	5	-1	12	-6	-11	-6	2	-3
Cc1c(C)c2ccc(O[C@@H]3O[C@H](CO)[C@@H](O)[C@H](O)[C@H]3O)c(C)c2oc1=O	5	-9	2	9	-7	0	-20	-2	-14	-10	-15
CCOc1ccc(C(C(=O)NC2CCCCC2)N(CCOC)C(=O)c2snc(C(N)=O)c2N)cc1 (stereo not drawn)	-1	-5	-6	-2	-4	5	-3	-3	4	-1	0
COc1ccc(CNC(=O)/C=C/c2cc([N+](=O)[O-])ccc2OC(F)F)cc1	4	3	-17	6	4	25	-13	-7	-9	-20	11
CC[C@H](C)[C@H]1CNC(=S)N1CC1CCN(CCC(C)C)CC1	-12	-3	-24	10	-1	0	0	3	-4	-17	-7
COc1cc(Cn2c(=O)oc3ccc(C)cc32)ccc1OC(C)C	-6	-9	-13	-11	-6	10	-4	2	4	-10	12
CCOC(=O)c1sc2nc(CC(=O)OC)nc(NCc3ccco3)c2c1C	-3	-24	-6	3	-22	4	5	3	-2	22	-23
CC(Oc1ccc2c3c(c(=O)oc2c1)CCCC3)C(=O)NCC1CCC(C(=O)O)CC1 (stereo not drawn)	1	5	0	10	6	-8	-4	-2	-7	0	-13
COc1c(C(O)CC(C)C)ccc2c1C(=O)OCc1cc(C)cc(O)c1O2 (stereo not drawn)	0	12	8	-4	17	25	38*	12	18	13	15
CCc1nc2ccc(C(=O)Nc3cc(-c4ccccc4)ccc3OC)cn2c1N(CC)Cc1cccc(Br)c1	14	-11	-1	-24	-7	-24	10	x	10	-1	-7
Cc1cc(NC(=O)c2sc3ccccc3c2O)no1	0	-92	-61	-18	-67	-13	-57	-21	6	2	-63
COc1ccccc1C/C(N)=N/OC(=O)c1ccc2c(c1)OCO2	-9	-39	-24	-3	-36	-63	6	-25	2	-20	-13
CCCCCCCCCC(=O)N1c2ccccc2NC(=O)C1CC(=O)Nc1ccc(C(=O)O)cc1 (stereo not drawn)	0	-13	-23	9	-5	-5	-12	-4	-5	-5	3
CC(=O)N/N=C(\N)c1nonc1N	7	-2	7	0	4	-28	-4	x	1	-10	-12
CCC1CCCCN1CCCNC(=O)c1ccc(CS(=O)(=O)Cc2ccccc2F)o1 (stereo not drawn)	-10	-14	0	3	1	-2	-6	0	-5	-6	9
COc1cccc(-c2nc(CS(=O)(=O)CC(=O)NCCc3ccc(OC)cc3OC)c(C)o2)c1	0	2	-10	2	-9	2	-9	1	4	-9	-15
Cc1cccc(/C=N\Nc2nnc(-c3ccccc3)c(=O)[nH]2)c1	-3	-8	-29	10	-11	-14	0	-10	16	-8	10
CCc1cc2c(cc(C(=O)O)n2C)s1	-6	4	1	-7	-12	8	8	-8	-8	11	-30
CCOC(=O)c1cccc(NC(=O)CN(c2ccc(C)cc2)S(=O)(=O)c2c(C)n[nH]c2C)c1	-7	-16	12	6	-11	13	-1	4	-19	34	-10

3 entries already listed, sorted by the value under SRC2 inh, lowest first.
| Structure | CF NFkB block | LRH-1 inv ag | SRC2 inh | NCOA1 inh | COUP-TFII inh | EBV LMP1 NFkB | TWEAK Fn14 block | NCOA3 inh |
| --- | --- | --- | --- | --- | --- | --- | --- | --- |
| CC[C@H](C)[C@H]1CNC(=S)N1CC1CCN(CCC(C)C)CC1 | -12 | -3 | -24 | -1 | 0 | 3 | -17 | -7 |
| Cc1c(C)c2ccc(O[C@@H]3O[C@H](CO)[C@@H](O)[C@H](O)[C@H]3O)c(C)c2oc1=O | 5 | -9 | 2 | -7 | -20 | -2 | -10 | -15 |
| CC(=O)c1c(COC(=O)c2ccc(C)cc2)nc2ccccc2[n+]1[O-] | 2 | -21 | 11 | 2 | 6 | x | -6 | -2 |

The list continues.
SMILES	CF NFkB block	LRH-1 inv ag	SRC2 inh	KKLEB cytotox	NCOA1 inh	TROY NFkB inh	COUP-TFII inh	EBV LMP1 NFkB	TRAIL sens C8	TWEAK Fn14 block	NCOA3 inh
Cc1cccc(CCNC(=O)C2CCN(S(=O)(=O)c3c(C)nn(C)c3C)CC2)c1	3	-4	-8	-6	7	-8	-3	-5	0	3	0
CCOC(=O)c1cnc2cc(-c3ccc(C)cc3)nn2c1C	-14	-6	1	-8	-7	-62	-7	-37	-15	-25	-25
CCOc1ccc(-n2c(Cc3cc(=O)[nH]c(=O)[nH]3)nnc2SCC(=O)OC)cc1	2	-15	1	7	1	-11	12	1	10	7	-15
Cn1c(SCC(=O)NCCN2C(=O)CSC2=O)nnc1-c1ccccc1	2	5	-10	15	7	-5	-20	-3	-6	-1	16
O=C(NCCCN1CCOCC1)C(=O)N/N=C/c1c(Cl)cccc1Cl	4	15	-14	4	0	-18	3	10	14	17	10
CCC(NC(=O)c1ccccc1NC(=O)c1ccc(OC)cc1)C(=O)N1CCCC1 (stereo not drawn)	3	-67	-41	2	-208	-57	-13	-15	23	-28	-60
Cc1cc(C)n(C(=O)C(C)n2nc([N+](=O)[O-])c(Br)c2C)n1 (stereo not drawn)	-5	-11	10	-2	-9	7	-7	-4	-9	-7	-13
Cc1cc(NC(=O)C(C)C)ncc1NC(=O)Cc1ccccc1	-10	-1	-10	4	-50	-23	-8	-4	14	0	11
CC1(Oc2cccc(F)c2)CCN(Cc2ccc3ccccc3c2)C1 (stereo not drawn)	9	10	-34	-19	5	-6	2	x	9	-10	1
COc1ccc(-c2csc(N(CC3CCCO3)C(=O)c3ccco3)n2)cc1 (stereo not drawn)	4	13	-1	-7	-17	20	18	6	-18	13	-2
Cc1ccc(S(=O)(=O)CCC(=O)Nc2sccc2C#N)cc1	32	4	-4	-31	0	9	-7	-1	-11	-6	10
O=C(O)c1ccccc1Cc1ccc(F)c2ccccc12	-1	7	0	-2	-6	5	-14	-12	6	1	-1
COc1cc(OC)c(S(=O)(=O)Nc2ccc(C(=O)N3CCCC3)cc2)cc1NC(C)=O	-8	6	-17	-9	-11	-6	2	-5	-9	0	14
COc1ccc(NC(=S)N2CCc3ccccc3C2)cc1OC	0	-27	-10	-1	-18	-20	-8	2	-8	-14	-23
CC(C)CCNC(=O)C12CN(Cc3ccccc3)CC1C(c1ccc([N+](=O)[O-])cc1)=NO2 (stereo not drawn)	6	21	23	-16	-1	-7	33	-5	4	-4	-2

Entries shown so far that contain a halogen (10):
SMILES	CF NFkB block	LRH-1 inv ag	SRC2 inh	KKLEB cytotox	NCOA1 inh	TROY NFkB inh	COUP-TFII inh	EBV LMP1 NFkB	TRAIL sens C8	TWEAK Fn14 block	NCOA3 inh
Cc1cc(N2CCOCC2)n2ncc(-c3ccc(Cl)cc3)c2n1	3	11	-31	-8	22	79*	14	-21	21	82*	20
CCC(C)(C)NC(=O)C(c1ccccc1F)N(Cc1ccco1)C(=O)c1csnn1 (stereo not drawn)	7	-7	-5	2	1	-1	9	-3	3	1	16
CC(NC(=O)c1ccccc1F)c1ccccc1 (stereo not drawn)	-2	6	-12	18	8	-13	10	3	-5	-1	7
COc1ccc(CNC(=O)/C=C/c2cc([N+](=O)[O-])ccc2OC(F)F)cc1	4	3	-17	6	4	25	-13	-7	-9	-20	11
CCc1nc2ccc(C(=O)Nc3cc(-c4ccccc4)ccc3OC)cn2c1N(CC)Cc1cccc(Br)c1	14	-11	-1	-24	-7	-24	10	x	10	-1	-7
CCC1CCCCN1CCCNC(=O)c1ccc(CS(=O)(=O)Cc2ccccc2F)o1 (stereo not drawn)	-10	-14	0	3	1	-2	-6	0	-5	-6	9
O=C(NCCCN1CCOCC1)C(=O)N/N=C/c1c(Cl)cccc1Cl	4	15	-14	4	0	-18	3	10	14	17	10
Cc1cc(C)n(C(=O)C(C)n2nc([N+](=O)[O-])c(Br)c2C)n1 (stereo not drawn)	-5	-11	10	-2	-9	7	-7	-4	-9	-7	-13
CC1(Oc2cccc(F)c2)CCN(Cc2ccc3ccccc3c2)C1 (stereo not drawn)	9	10	-34	-19	5	-6	2	x	9	-10	1
O=C(O)c1ccccc1Cc1ccc(F)c2ccccc12	-1	7	0	-2	-6	5	-14	-12	6	1	-1

Outcome played no part in choosing rows. About 4.2% of those tested had a hit in this group.
